Assay outcomes from PubChem.
Polio RdRp inh – poliovirus RdRp elongation inhibitors, primary screen, biochemical, fluorescence polarization, total intensity | % elongation, % (compound at 16.7 µg/mL) | 150,000 compounds, 0.66% hits | poliovirus polymerase elongation; hits give low values | Genome polyprotein (Poliovirus type 1 (strain Mahoney)), P03300; in the data active = % elongation below about 90%; note: some results filed as inactive read as strong as hits
Target sequence (P03300 1749-2209 limits assumed): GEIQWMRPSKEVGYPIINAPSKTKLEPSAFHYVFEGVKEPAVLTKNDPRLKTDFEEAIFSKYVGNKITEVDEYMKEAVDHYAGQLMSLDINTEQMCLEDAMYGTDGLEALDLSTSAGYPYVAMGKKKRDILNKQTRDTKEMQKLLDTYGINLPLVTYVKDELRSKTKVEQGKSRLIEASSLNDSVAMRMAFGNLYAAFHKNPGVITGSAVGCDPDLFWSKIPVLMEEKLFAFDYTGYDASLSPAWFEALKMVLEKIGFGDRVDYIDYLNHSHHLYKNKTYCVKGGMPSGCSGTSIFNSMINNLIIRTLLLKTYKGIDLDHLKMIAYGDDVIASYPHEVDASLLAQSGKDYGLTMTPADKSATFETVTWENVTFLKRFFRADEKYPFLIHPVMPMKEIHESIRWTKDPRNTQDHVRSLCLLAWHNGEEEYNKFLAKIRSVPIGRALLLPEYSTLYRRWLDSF
Polio RdRp inh FP z-score – further read-out of Polio RdRp inh, marked with its call; z-score; measured here: FP z-score; hits read low
An asterisk follows results filed as active; & = joins results of further samples. The list is partial; rates above refer to the full screens.

Molecule	Polio RdRp inh	Polio RdRp inh FP z-score
O=C(Nc1ccccc1)c1ccncc1	102	0
COc1ccccc1NC(=O)Cn1cc(S(=O)(=O)Cc2ccccc2)c2ccccc21	114	1.7
CC(=O)Nc1ccc(NC(=O)c2ccnn2C)cc1	100	-0.3
O=C(NC1CC1)c1cc(-n2cnnc2)ccc1Cl	103	0.7
Cc1ccc(-c2nc3scc(CCNC(=O)c4cccc(Br)c4)n3n2)cc1	104	0.2
c1ccc(Nc2c(-c3c[nH]c4ccccc34)nc3ccccn23)cc1	107	0.7
O=C(OCCN1C(=O)c2ccccc2C1=O)c1cccc(S(=O)(=O)N2CCCCC2)c1	103	0.1
O=C1c2cccc3cccc(c23)C(=O)N1c1ccncc1	101	-0.2
CCC(C)NC(=O)Cc1ccc(NC(=O)N2CCCCc3ccccc32)cc1 (configuration not stated)	99	-0.5
C[N+](C)(C)CCNC(=O)c1ccc(/C=N/O)nc1	100	-0.2
CSc1ccc(N=CN2C(=O)c3ccccc3C2=O)cc1	105	0.2
CN(C)/C=C(/C(=O)c1ccccc1)c1nc2ccccc2[nH]1	104	0.2
CC1(C)CC(NC(=O)c2ccco2)CC(C)(C)N1	103	-0.1
CN(C(=O)COC(=O)c1cccc(F)c1)c1ccccc1	97	-0.7
CCN(CC(N)=O)S(=O)(=O)c1ccc(Br)cc1	104	2
COC(=O)c1ccc(COC(=O)C2Cc3ccccc3CN2C(=O)c2ccco2)cc1 (configuration not stated)	105	0.3
CC(C)(C)OC(=O)CSc1nc2ccccc2o1	103	0.1
CCCC/C(O)=C/c1nc2ccccc2[nH]c1=O	97	-1.1
O=C(Nc1cccc(C(=O)NC2CCCC2)c1)C1=CSCCO1	99	-1.1
Cc1ccc(N2CC(C(=O)Nc3ccc(Br)cc3)CC2=O)cc1 (configuration not stated)	100	-0.4
COc1ccc(CCNS(=O)(=O)c2cc(-c3cc(C)no3)ccc2C)cc1OC	106	-0.2
COc1ccc(C(NC(=O)/C=C\c2ccco2)c2cc(OC)c(OC)cc2Br)cc1OC (configuration not stated)	98	-0.5
COc1cc(-c2nc(Cn3nnc(C(=O)Nc4ccccc4)c3C)c(C)o2)cc(OC)c1OC	107	0.5
CCn1cc2nc(SCc3ccc(F)cc3)n(CCc3ccccc3)c(=O)c2n1	104	-0.5
O=C(O)COc1ccccc1/C=N\n1cnnc1	103	0.3
CCOC(=O)c1c(-c2ccccc2)oc2ccc(N(C(C)=O)S(=O)(=O)c3ccccc3)cc12	107	0.7
CC(C)Cn1cc(NC(=O)N(C)C2CCCCC2)c2ccccc2c1=O	103	0.2
COc1ccc(N(Cc2cc3ccccc3[nH]c2=O)C(=O)c2cccc(Cl)c2)cc1	121	0.4
Cc1c2ccncc2c(C)c2c1[nH]c1ccccc12	91	-0.8
CCc1ccccc1NC(=O)CC1NCCNC1=O (configuration not stated)	102	-0.2
CC(OC(=O)c1ccccc1NS(C)(=O)=O)C(=O)NC1(C#N)CCCCC1 (configuration not stated)	105	0.3
CN(Cc1ccccc1)C(=O)c1nc(-c2cccnc2)no1	104	0.1
COc1cc(CO)ccc1Oc1nnnn1-c1ccc(C(N)=O)cc1	104	0.5
CN=C(C)/C(C(=O)OC)=C(/O)c1ccc(Cl)cc1Cl	105	0.3
Cc1cc(C)c(Cn2c3ccccc3c3cnn(CC(=O)NCCCc4ccccc4)c(=O)c32)c(C)c1	107	-0.2
CC1(C)CC(=O)C2=C(C1)OC(N)=C(C#N)C2c1ccoc1 (configuration not stated)	104	0.2
COc1ccc(NC(=O)C2=CC(c3ccco3)=NS(=O)(=O)N2C)cc1OC	111	0.2
Nn1c(COc2ccc(F)cc2)n[nH]c1=S	107	0.7
CCC(C)NC(=O)c1ccc2c(=O)n3c(nc2c1)CCCCC3 (configuration not stated)	105	-0.6
Nc1[nH]nc2nc(N3CCCC3)nc(-c3ccccc3)c12	102	0.3
CCCCn1c2ccccc2c2n[nH]c(=S)nc21	101&100	0.4&0
O=C(CN1C(=O)/C(=C/c2ccccc2)SC1=S)NC1CCCC1	102	0
COc1ccc(N2CCN(S(=O)(=O)CCNC(=O)C(c3ccccc3)c3ccccc3)CC2)cc1	113	1.4
CC1CC(C)CN(C(=O)COC(=O)c2ccc(S(=O)(=O)N(C)C)cc2)C1 (configuration not stated)	104	0.1
COc1ccccc1CCNC(=O)C1CCN(c2nnc(-n3cccc3CNc3ccc(C)cc3)s2)CC1	108	-0.6
Cn1ncc2c(NCc3ccc(F)cc3)ncnc21	102	-0.1
CCOC(=O)N1CCC(n2c(SCC(=O)Nc3ccc(C)cc3)nc3ccccc3c2=O)CC1	101	-0.1
CCOC(=O)c1c(NC(=O)c2ccc(OC)c(OC)c2)sc2c1CCCCC2	100	-0.7
CCOP(=S)(OCC)C1(Nc2ccc(C)cc2)CCCCC1	102	0.1
CCC(=O)C1=C(c2cccc([N+](=O)[O-])c2)N(C(=O)CC)n2c(nnc2C2CCCCC2)S1	108	0.4
COc1ccc(S(=O)(=O)N2CCN(C(=O)c3cc4c(s3)CCC4)CC2)cc1	97	-0.9
COC(=O)c1sccc1NC(=O)Nc1ccccc1F	102	-0.3
CC(=O)N1CCC(C(=O)Nc2ccccc2)(N(Cc2ccccc2)C(=O)c2cccnc2)CC1	104	0
CC1=C(C(=O)NCc2ccccc2)C2(CCCCCC2)OC1=O	101	0.4
O=C(O)c1cc(S(=O)(=O)NN(Cc2ccccc2)c2ccccc2)ccc1O	104	0.2
Cc1nc2c3ccccc3nc(NNC(=O)CCC(=O)NC3CCCC3)n2n1	100	0
Cn1c(C2CCCCC2)nc2ccccc21	102	0.3
CC1(C)CC(=O)c2cc(-c3ccccc3)n(-c3ccc(S(N)(=O)=O)cc3)c2C1	101	-0.3
CC(C)c1ccc(NC(=O)Cc2nn(C)c(=O)c3ccccc23)cc1	104	0.8
Cc1ccccc1C(c1c(C)n(C)n(-c2ccccc2)c1=O)c1c(C)n(C)n(-c2ccccc2)c1=O	107	0.8

Of the compounds above, these have an NH in an aromatic ring.
Molecule	Polio RdRp inh	Polio RdRp inh FP z-score
c1ccc(Nc2c(-c3c[nH]c4ccccc34)nc3ccccn23)cc1	107	0.7
CN(C)/C=C(/C(=O)c1ccccc1)c1nc2ccccc2[nH]1	104	0.2
CCCC/C(O)=C/c1nc2ccccc2[nH]c1=O	97	-1.1
COc1ccc(N(Cc2cc3ccccc3[nH]c2=O)C(=O)c2cccc(Cl)c2)cc1	121	0.4
Cc1c2ccncc2c(C)c2c1[nH]c1ccccc12	91	-0.8
Nn1c(COc2ccc(F)cc2)n[nH]c1=S	107	0.7
Nc1[nH]nc2nc(N3CCCC3)nc(-c3ccccc3)c12	102	0.3
CCCCn1c2ccccc2c2n[nH]c(=S)nc21	101&100	0.4&0

Back to the main list with the three entries that preceded the break.
Molecule	Polio RdRp inh	Polio RdRp inh FP z-score
CC1(C)CC(=O)c2cc(-c3ccccc3)n(-c3ccc(S(N)(=O)=O)cc3)c2C1	101	-0.3
CC(C)c1ccc(NC(=O)Cc2nn(C)c(=O)c3ccccc23)cc1	104	0.8
Cc1ccccc1C(c1c(C)n(C)n(-c2ccccc2)c1=O)c1c(C)n(C)n(-c2ccccc2)c1=O	107	0.8
CCN(CC)S(=O)(=O)c1ccc2oc(SCC(=O)c3cc4ccccc4o3)nc2c1	103	0.1
COc1ccc(S(=O)(=O)NCCS(=O)(=O)N2CCN(c3ccccc3F)CC2)cc1	99	-1.6
O=C(O)c1cnn2c(-c3ccccc3)ccnc12	103	0.5
CCCCNC(=O)c1cn(C2CCCC2)c(=O)c2c1c1ccccc1n2C	102	0.6
N#Cc1c(-c2ccccc2)[nH]c(=S)[nH]c1=O	100	-0.4
c1ccc(CC2CCN(Cc3nnc(-c4ccccc4)o3)CC2)cc1	105	0.9
O=C(NCc1cccnc1)c1nn(-c2ccc(Cl)cc2)nc1CO	108	0.3
Fc1cnc(Nc2ccccc2)nc1N1CCOCC1	104	0.1
COc1ccc(NC(=O)c2oc3ccccc3c2NC(=O)Cc2ccc(F)cc2)c(OC)c1	108	1.3
CC(C)NC(=S)N/N=C/c1ccc(N2CCOCC2)cc1	100	-0.2
CN(/N=C/c1ccncc1)C1=NCCN1	104	0.6
C=C/C=C(\C=C(C)C)N(C(=O)NC1CCCCC1)C1=NCCCS1	102	0.3
COC(=O)c1nnn(CC(=O)NC(=O)Nc2c(C)cccc2C)c1C(=O)OC	105	-0.1
COc1ccc(O)c(C(=O)c2cc(C#N)c(=O)n(C(C)C)c2)c1	101	0
CC(c1ccccc1)n1cc(C(=O)NCCCN2CCCC2=O)nn1 (configuration not stated)	101	0.2
O=C(Nc1ccc2c(c1)CCC2)c1cc(=O)[nH]c2ccccc12	99	-0.6
COc1cccc(CNC(=O)CCCc2cccs2)c1	101	-0.2
COc1ccccc1C1OC(=O)C[C@H]1C(=O)Oc1cccc(C(F)(F)F)c1 (some centres not stated)	97	-1
CC(C)C1N(C(=O)CN2CCN(C)CC2)CCCN1S(=O)(=O)c1ccccc1 (configuration not stated)	104	0.9
CCc1ccc(NC(=O)Cn2c(=O)n(CC3CCCO3)c(=O)c3cc(OC)c(OC)cc32)cc1 (configuration not stated)	111	0.7
Cc1ccc(-c2csc(/C(C#N)=C/c3ccccc3Cl)n2)cc1	107	0.5
CCOC(=O)c1ccc(NC2=CC(c3ccc(OCC)cc3)N(c3ccc(C(=O)OCC)cc3)C2=O)cc1 (configuration not stated)	105	0.2
Cn1cccc1C(=S)NC(=O)Nc1ccccc1Cl	100	-0.4
CCOC(=O)c1cc2sccc2n1CC(=O)OC	102	-0.1
CCCCC(CC)C1OCC(CN2CCCC2)O1 (configuration not stated)	101	0
COc1ccc(NC(=O)/C=C\C(=O)N(c2ccc(C(C)C)cc2)C(C(=O)NCc2ccco2)c2ccc(F)cc2)cc1 (configuration not stated)	114	1
Cc1cc(-c2ccc(C(=O)O)s2)c[nH]c1=O	104	0.6
c1ccc(-c2ccc(COc3ccc(-c4nnco4)cc3)cc2)cc1	107	0.7
CSc1nc2ccccc2n1CC(=O)Nc1ccccc1	102	-0.1
O=C(c1cc2c(Cl)ccc3c2n1CCO3)N1CCc2ccccc2C1	100	-1.1
CCc1ccc2oc(-c3cc(NC(=O)c4cc([N+](=O)[O-])ccc4N4CCOCC4)ccc3Cl)nc2c1	104	0
Cn1c(=O)c(=O)n(C)c2cc(N3CCOCC3)c(NS(=O)(=O)c3ccc(F)c(Cl)c3)cc21	111	1.3
O=P1(O)C=C(c2ccccc2)NC(c2ccccc2)=C1	98	-0.2
Cc1ccc(C)c(CSc2nc3ccncc3n2CC(=O)Nc2ccc(N(C)C)cc2)c1	107	0
O=C1c2ccncc2C(=O)N1CO	101	-0.1
CSc1ncc(Cl)c(C(=O)N(Cc2ccc(C)cc2)C2CCS(=O)(=O)C2)n1 (configuration not stated)	120	0.3
CCc1ccc(NC(=O)CCn2c(=O)oc3ccccc32)cc1	103	0.6
Cc1ccc(-n2nc(C)c(C(C)(O)C(F)(F)F)c2N)cc1 (configuration not stated)	99	-0.7
Cc1ccc(NC(=O)Cn2c(=O)c3cc(Cl)ccc3n3nncc23)cc1	106	0.2
COCCNc1nc(-c2cccs2)cs1	110	1.2
CC(=O)Nc1cccc(C(=O)O)c1	100	0.1
Nc1cc(N)nc(SCCN2CCOCC2)n1	102	0.3
C1CCC(OCCN2CCN(CCOC3CCCCC3)CC2)CC1	100	-0.5
CCN1CCCC1CNC(=O)CSc1cc(=O)n(C)c2cc(Cl)ccc12 (configuration not stated)	102	-0.1
Cc1ccc2c(c1)c1c(c(=O)n(-c3cccc(Cl)c3)c(=O)n1C)n2C	106	-0.3
O=C1CC2(CCCC2)C(=O)N1C1CCN(c2ncc(C(F)(F)F)cc2Cl)CC1	106	0.1
Cc1nnc(SCc2ccco2)c2c1nnn2Cc1ccc(F)cc1	102	0.3
O=c1sc2c(n1-c1ccccc1)SCC1COc3ccccc3C21 (configuration not stated)	95	-1.6
Oc1ccccc1CN1CCN(Cc2ccccc2O)C1c1ccco1	102	0.1
CCn1c(C)cc(O)c(C(c2cccc(OC)c2)N2CCN(c3ccc(F)cc3)CC2)c1=O (configuration not stated)	101	-0.4
CCc1cc(=O)oc2cc(OC3CCCCC3=O)ccc12 (configuration not stated)	105	0.6
O=C(CSCc1cc(=O)c2cc(F)ccc2[nH]1)Nc1ccccc1Cl	109	0.8
Cc1ccc(NC(=O)c2cnc(SCC(=O)N3CCCc4ccccc43)n(C)c2=O)cc1	111	0.8
C#CCn1c(O)c(N=NC(=O)c2cc(OC)c(OC)c(OC)c2)c2ccccc21	103	0.4
O=C(NCCOc1ccccc1)c1ccc(=O)[nH]c1	99	-0.2
COc1ccc(N2CCN(c3oc(-c4ccc(COc5cccc(C)c5)o4)nc3C#N)CC2)cc1	102	-0.1
COc1ccc(CCCc2nnc(SCC(=O)Nc3ccc(C)cc3)o2)cc1	105	-0.1
CN(C)S(=O)(=O)c1cccc(CSc2ncccn2)c1	98	-0.5
COc1cc(N)ccc1NC(=O)c1ccco1	100	-0.5
CN(C)S(=O)(=O)c1ccc(N2CCOCC2)c(C(=O)NCCC2=CCCCC2)c1	106	0.6
CN(C)S(=O)(=O)c1ccc(=O)n(CC(=O)NCc2ccc(-c3ccc(Cl)cc3)o2)c1	104	0.1
CC(=O)c1sc2c(c1C)c(=O)n(-c1ccc(Cl)cc1)c(=O)n2Cc1cc(=O)n2cc(Cl)ccc2n1	107	0.6
